AmpC inh det: AmpC beta-lactamase inhibition, detergent assay | 0.09% of 71,000 active | Potency, µM (top dose mostly 28.7 µM), for inactives: at the highest dose activity change, negative = inhibition | AID 584 | P00811 | purified AmpC, nitrocefin hydrolysis with detergent; active means well fitted curve in the direction sought with a large enough effect
Target sequence (P00811 whole entry, looked up): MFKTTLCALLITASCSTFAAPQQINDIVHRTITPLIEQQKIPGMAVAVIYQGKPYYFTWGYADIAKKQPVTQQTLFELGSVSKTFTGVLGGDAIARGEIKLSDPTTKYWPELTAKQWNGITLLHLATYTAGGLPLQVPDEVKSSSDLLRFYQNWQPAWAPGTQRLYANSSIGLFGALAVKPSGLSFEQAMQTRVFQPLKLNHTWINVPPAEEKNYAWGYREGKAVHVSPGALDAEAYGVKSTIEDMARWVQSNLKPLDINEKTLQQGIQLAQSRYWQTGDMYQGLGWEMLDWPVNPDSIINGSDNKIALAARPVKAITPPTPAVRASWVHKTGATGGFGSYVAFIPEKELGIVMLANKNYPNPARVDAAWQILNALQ
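E. coli AmpC (5.3 nM) in 20 mM phosphate pH 7.0 with 0.01% Triton X-100, preincubated 15 min RT with compound; nitrocefin (2 uL of 800 uM stock) hydrolysis followed by 480 nm absorbance every 20 s over 4 min.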
The depositor's hits bear a star; [ ] = dose if it differs, or a comment. On the % scale 0 is the no-effect control and ±100 the full control effect; potency means the concentration at half of the fitted maximal effect.

Sample of the layout (7 entries):
SMILES	AmpC inh det
Cn1c(=O)c(-c2ccccc2)nc2cnc(Nc3ccccc3)nc21	-3%
COc1ccc(CCNC(=O)CN(c2ccc(OC)c(OC)c2)S(C)(=O)=O)cc1OC	0%
Cc1ccc(-c2nnc3ccc(SCC(=O)Nc4cc(C)on4)nn23)cc1	-3%
CCCCn1c(NC(=O)c2ccco2)c(C(=O)OCC)c2nc3ccccc3nc21	-5%
CCOc1ccc(-c2cn(S(=O)(=O)c3cccc4nsnc34)nc2N)cc1	-6%
CS(=O)(=O)N1CCC[C@@]2(CCN(c3ccccc3)C2)C1	-1%
c1ccc(-n2ncc3c(N4CCN(c5ccccn5)CC4)nc(N4CCCCCC4)nc32)cc1	14%

This part in full, from the first entry:
SMILES	AmpC inh det
Cn1c(=O)c(-c2ccccc2)nc2cnc(Nc3ccccc3)nc21	-3%
COc1ccc(CCNC(=O)CN(c2ccc(OC)c(OC)c2)S(C)(=O)=O)cc1OC	0%
Cc1ccc(-c2nnc3ccc(SCC(=O)Nc4cc(C)on4)nn23)cc1	-3%
CCCCn1c(NC(=O)c2ccco2)c(C(=O)OCC)c2nc3ccccc3nc21	-5%
CCOc1ccc(-c2cn(S(=O)(=O)c3cccc4nsnc34)nc2N)cc1	-6%
CS(=O)(=O)N1CCC[C@@]2(CCN(c3ccccc3)C2)C1	-1%
c1ccc(-n2ncc3c(N4CCN(c5ccccn5)CC4)nc(N4CCCCCC4)nc32)cc1	14%
Cc1occc1-c1nnc(SCC(=O)NCc2cccs2)n1-c1ccc(F)cc1	-1%
COc1ccc(N(C(C)C(=O)NCc2ccco2)S(C)(=O)=O)cc1 (stereo unspecified)	-3%
CCn1c(SCC(=O)NC2CCCCC2)nc2c(c1=O)SC(C)C2 (stereo unspecified)	-2%
CCn1nc(NC(=O)c2ccccn2)c2cc3cccc(C)c3nc21	1%
Cc1cc2nc3c(=O)[nH]c(=O)nc-3n(CC(O)C(O)C(O)CO)c2cc1C (stereo unspecified)	2%
CCOc1ccccc1NC(=O)N1CCCC1C(=O)Nc1nnc(CC)s1 (stereo unspecified)	2%
COc1cccc(NC2=NCC(=O)N2Cc2cccs2)c1	-3%
CC1CCCN(S(=O)(=O)c2cc(Cl)ccc2Cl)C1 (stereo unspecified)	-4%
Cc1cccc(CNc2ncnc3ccc(-c4cccc(C#N)c4)cc23)c1	-5%
COCC(C)NC(=O)c1ccccc1OC(C)=O (stereo unspecified)	0%
CCn1c(SCc2cccc(C(=O)O)c2)nnc1-c1ccccc1	1%
CCOc1ccc(NC(=O)CN2CCN(CC(=O)Nc3ccc(F)c(F)c3)CC2)cc1	0%
N#Cc1c(SCC(=O)N2CCCCC2)nsc1SCC(=O)N1CCCCC1	-5%
COc1ccc(OC)c(S(=O)(=O)N(C)CC(=O)N2CCc3ccccc3C2)c1	-3%
N#CCCn1c2ccccc2c2nc3ccccc3nc21	11%
Cc1ccc(CNC(=O)CSc2nc(C)cc(C)c2C#N)cc1	9%
Cc1cc(SCC(=O)c2ccc(Br)cc2)cc(C)[o+]1	-2%[5.75 µM]
COC(=O)c1ccc(C(=O)OC)c(NC(=O)CSc2nnc(-c3ccccc3Cl)o2)c1	-3%
COc1cc(C)c(C(C)C)cc1S(=O)(=O)NCCCn1ccnc1	11%
Cc1cc(Oc2ccc(-c3ccccc3)cc2)n2ncnc2n1	1%
COC(=O)c1ccc(CCc2cc(O)ccc2O)cc1	-4%[5.75 µM]
CCOC(=O)C1CCCN(Cc2nc(N)nc(Nc3ccc(Cl)cc3)n2)C1 (stereo unspecified)	-5%
Cc1cc2nc(-c3ccc(NC(=O)C(C)C)cc3)oc2cc1C	2%
CCOC(=O)C1CCN(C(=O)C2CCCCC2)CC1	-4%
CC(=O)c1cccc(NC(=O)Nc2ccc3c(c2)N(C)C(=O)CS3)c1	-7%
Cc1ccc(SCc2cc(=O)n3[nH]cnc3n2)cc1	-5%
CN1CCN(c2cc(=O)n(C3CCCCC3)c(=O)[nH]2)CC1	11%
CCN1C(=O)CC(C(=O)Nc2ccc(F)cc2)SC1=Nc1cccc(OC)c1 (stereo unspecified)	8%
CCOc1cc2c(cc1OCC)C(c1ccc(O)c(OC)c1)NCC2 (stereo unspecified)	10%
O=C(CNC(=O)c1ccco1)NCC(=O)OCc1ccccc1Br	-5%
COc1ccc(CCN2CC(C#N)=C3c4cc(OC)c(OC)cc4CCN3C2)cc1OC	11%
O=C(NCc1ccco1)C1CN(S(=O)(=O)c2ccccc2)CCN1S(=O)(=O)c1ccccc1 (stereo unspecified)	19%
Cc1nc2ccccc2c(=O)n1/N=C/c1cn(-c2ccccc2)nc1-c1cccs1	-1%
CCCOC(=O)C1[C@H]2C(=O)N(CCCOC)C[C@]23C=C[C@H]1O3 (stereo partly specified)	-2%
CC(C)Oc1ccccc1-c1nc(SCC(=O)O)n[nH]1	-2%
O=C(CSc1nnc(Cc2cc(=O)[nH]c(=O)[nH]2)n1-c1ccc(F)cc1)N1CCCCC1	9%
CCCCCCNC(=O)c1c(O)c2cccc3c2n(c1=O)CCC3	-2%
C1=CN2CCC1C(c1ccccc1)C2 (stereo unspecified)	-4%
CCOC(=O)c1ccc(Nc2c(CC)c(C)nc3ncnn23)cc1	20%
CCN(CC)C(=O)CCC(=O)Nc1ccc(C(=O)OC)cc1	11%
Cc1cccc2cc(C#N)c(SCC(=O)N3CCC(C)CC3)nc12	-4%
CC1CC(C)CN(CCCNC(=O)CNC(=O)Cn2ccc3ccccc3c2=O)C1 (stereo unspecified)	8%
Cc1ccc(NC(=O)c2ccc(S(=O)(=O)N3CCCC3)cc2)cc1	-11%

(cont.)
SMILES	AmpC inh det
CCCCOc1ccc(C(=O)Nc2cccc(C)n2)cc1	12%
CCCN(CCC)S(=O)(=O)c1ccc(C(=O)Nc2nnc(CSC)o2)cc1	-4%
CCn1c(=O)cc(SCC(=O)N2CCN(c3ccccn3)CC2)c2ccccc21	23%
O=C(NCC1CCCO1)c1cccc(N2C(=O)C3C4C=CC(C4)C3C2=O)c1 (stereo unspecified)	-1%
C[C@]1(OC(=O)/C=C\c2ccccc2)C[C@@H](O)[C@@]2(O)C=CO[C@@H](O[C@H]3O[C@@H](CO)[C@@H](O)[C@@H](O)[C@@H]3O)[C@H]21	-3%[12.8 µM]
CC1(C)CC(=O)c2cc(C(=O)N3CCN(CCO)CC3)c(=O)n(-c3ccc(Cl)cc3)c2C1	-4%
O=C(NCCc1ccccc1F)[C@@H]1CSC2c3ccccc3C(=O)N21 (stereo partly specified)	-2%
CCC(=O)N1CCN=C1SCc1ccccc1	4%
O=C(Nc1cccc(O)c1)C1CCCN1C(=O)OCc1ccccc1 (stereo unspecified)	-2%
Cn1cccc1C(=O)N1CCC[C@@]2(CCN(C(c3ccccc3)c3ccccc3)C2)C1	-4%
O=C(CCN1C(=O)C2C3C=CC(C3)C2C1=O)Nc1nccs1 (stereo unspecified)	-5%
CCC1Oc2ccc(C)cc2N(CC(=O)NCCN2CCCCCC2)C1=O (stereo unspecified)	-3%
COc1ccc(N2CCN(c3nc4ccccc4n3CC(=O)c3ccccc3)CC2)cc1	-2%
CCN1C(=O)Cc2cc(S(=O)(=O)N3CCOCC3)ccc21	-9%
Cc1cc(C)cc(OC(=O)N2CCOCC2)c1	-2%
CCC(=O)c1ccccc1OCCSc1nc(C)cc(=O)[nH]1	-2%
Cn1c(CNc2ccc(Cl)cc2)nc2ccccc21	-4%
COc1ccc(S(=O)(=O)N2Cc3ccccc3CC2C(=O)Nc2ccc(O)cc2)cc1OC (stereo unspecified)	7%
COc1ccc(C2C3=C(CC(C)(C)CC3=O)Oc3ncn4nc(-c5cccnc5)nc4c32)cc1OC (stereo unspecified)	-3%
Cn1c(=O)n(C)c2cc(NC(=O)c3cc4ccccc4o3)ccc21	-5%
Cc1c(Cl)c(S(N)(=O)=O)cc2c1=NC=NS=2(=O)O	-3%[5.75 µM]
COC(=O)[C@H]1[C@@H]2C[C@H]3c4[nH]c5ccccc5c4CCN3C[C@@H]2CC[C@@H]1O	1%
O=C(CCC(=O)NC1CC1)Nc1nnc(C2CCCCC2)s1	-1%
CC1(Cc2ccc3c(c2)OCO3)NC(=O)NC1=O (stereo unspecified)	-3%
O=C1NCCCc2c1no[n+]2[O-]	7%
C/C(NCc1cccnc1)=C(\C#N)C(=O)NCc1ccccc1	-3%
CCCC1(C(=O)OC)NC(c2cc(OC)c(OC)c(OC)c2)C2C(=O)N(CC)C(=O)C21 (stereo unspecified)	10%
CS(=O)(=O)Nc1cccc(-c2ccc3ncnc(N4CCNCC4)c3c2)c1	8%
COc1ccc(-c2cc(C(=O)OCC(=O)N3CCCC3)c3ccccc3n2)cc1	-2%
O=C1C2C3C=CC(C3)C2C(=O)N1CN(Cc1ccccc1)CN1C(=O)C2C3C=CC(C3)C2C1=O (stereo unspecified)	11%
c1ccc(-c2nc3cc(Cc4ccc5oc(-c6ccccn6)nc5c4)ccc3o2)nc1	-5%
CS(=O)(=O)N(CC(=O)N1CCCC1)c1ccc(Cl)c(Cl)c1	-1%
CCOC(=O)Cn1c(=O)oc2cc(S(=O)(=O)Nc3cccc(C)c3)ccc21	8%
Cc1cnc(CNc2ncnc3ccc(-c4ccccc4C)cc23)cn1	6%
C=C(C)Cn1c(Sc2nnc(C)s2)nc2c1c(=O)[nH]c(=O)n2C	-2%
O=C(c1cc2ccccc2oc1=O)N(Cc1ccco1)Cc1cccs1	-2%
CC(C)OCC1CO1 (stereo unspecified)	4%
CC(C)(Cc1c[nH]c2ccc(Cl)cc12)NCCOc1ccccc1OCC1CC1	-3%
CC(C)CCNc1nc(N2CCCC2)c2c(c1C#N)CCN(C)C2	-1%
COc1ccccc1NC(=O)N1CCCC1C(=O)Nc1ccc2c(c1)OCO2 (stereo unspecified)	7%
CCOC(=O)c1c(C)[nH]c(C(=O)NCc2ccccc2OC)c1C	-2%
CC(=O)c1ccc(N2CCCC2)c(F)c1	7%
O=C(NC1CCCCCC1)C1CCN(S(=O)(=O)N2CCC3(CC2)OCCO3)CC1	1%
CC1(C)CC(=O)C2=C(C1)OC(N)=C(C#N)C2c1ccsc1 (stereo unspecified)	6%
CN(C)CCCNCCCNC(=O)c1ccncc1	-2%
CC(=O)Nc1nonc1-n1nnc(C(=O)NCc2ccccc2)c1C	-3%
Cc1ncoc1C(=O)Nc1cccc(Cl)c1C	1%
COc1cc2c(cc1OC)C(c1cccs1)CC(=O)N2 (stereo unspecified)	0%
CCCc1cc(=O)[nH]c(SCC(=O)c2c(N)n(C)c(=O)n(C)c2=O)n1	-1%
COc1ccc(C2=CC(c3ccc(OC)c(OC)c3)n3nnnc3N2)c(OC)c1 (stereo unspecified)	-1%

Among those listed so far, these have a COOH group.
SMILES	AmpC inh det
CCn1c(SCc2cccc(C(=O)O)c2)nnc1-c1ccccc1	1%
CC(C)Oc1ccccc1-c1nc(SCC(=O)O)n[nH]1	-2%

Some values from the results shown.
Under AmpC inh det, CC1(C)CC(=O)C2=C(C1)OC(N)=C(C#N)C2c1ccsc1 (stereo unspecified) has 6%
Under AmpC inh det, CC(=O)Nc1nonc1-n1nnc(C(=O)NCc2ccccc2)c1C has -3%
Under AmpC inh det, CC(=O)c1ccc(N2CCCC2)c(F)c1 has 7%
Under AmpC inh det, COc1ccc(C2=CC(c3ccc(OC)c(OC)c3)n3nnnc3N2)c(OC)c1 (stereo unspecified) has -1%
Under AmpC inh det, CN(C)CCCNCCCNC(=O)c1ccncc1 has -2%
Under AmpC inh det, CCCc1cc(=O)[nH]c(SCC(=O)c2c(N)n(C)c(=O)n(C)c2=O)n1 has -1%

Further entries follow:
SMILES	AmpC inh det
CCC(C)c1cc(S(=O)(=O)N2CCOCC2)ccc1OC (stereo unspecified)	0%
CC(C)CCNC(=O)C(c1cccs1)N(CC1CCCO1)C(=O)Cn1nnc2ccccc21 (stereo unspecified)	-4%
COc1ccc(C(=O)N2CCN(c3ccc(C)cc3C)CC2)cc1OC	11%
OC(COCc1cccs1)CN1CCCCCC1 (stereo unspecified)	9%
Fc1ccc(CSc2nnc(-c3cccnc3)n2Cc2ccco2)cc1	-3%
O=C(c1cccc(F)c1)N1CCC[C@@]2(CCN(Cc3ccncc3)C2)C1	2%
NC(N)=Nc1ccc(Cl)cc1	-2%
COc1nc(N)nc(NC23CC4CC(CC(C4)C2)C3)n1	-2%
NS(=O)(=O)c1cc2c(cc1Cl)N[C@@H](C(Cl)Cl)NS2(=O)=O	-2%[12.8 µM]
Cc1cc(C)cc(-n2nnc(C(=O)NCc3ccccc3Cl)c2N)c1	-3%
Cc1nn(C(C)(C)C)c(OC(=O)c2cccs2)c1S(=O)(=O)c1ccccc1	-3%
COc1ccc(OC)c(-c2cc(C(=O)NCCN3CCOCC3)no2)c1	-5%
Cc1ccccc1NC(=O)CC1SC(=NC2CCCCC2)NC1=O (stereo unspecified)	-2%
CCN(CC)CCN1C(=O)c2oc3ccccc3c(=O)c2C1c1cccc(Br)c1 (stereo unspecified)	-4%
CC(C)OCCCNC(=O)NC12CC3CC(CC(C3)C1)C2	0%
O=S(=O)(c1ccccc1)N1CCC2(CCCN(Cc3ccncc3)C2)CC1	-3%
Cn1c(=O)c(C(=S)NC(=O)C2CC2)c(N)n(Cc2ccccc2)c1=O	-4%
O=S(=O)(Nc1cccnc1)c1ccc(Cl)c(C(F)(F)F)c1	-2%
Cc1ccc(CNC(=O)CCCNS(=O)(=O)c2cccc3nonc23)cc1	-5%
Cc1ccc(-n2ccnc2SCC(=O)N(CC(C)C)C2CCS(=O)(=O)C2)c(C)c1 (stereo unspecified)	-6%
CC(C)CCC(CCN1CCOCC1)c1ccc2c(c1)OCO2 (stereo unspecified)	0%
O=C(c1c[nH]c2ccc(S(=O)(=O)N3CCC4(CC3)OCCO4)cc2c1=O)N1CCOCC1	-4%

From PubChem BioAssay

Only part of the results is shown; count on the stated rates, not on these rows.
